TRPV1 agonist: HTS Assay for Compounds that Act as Agonists of the Vanilloid Receptor 1; 320,000 tested, 0.19% active; AID 540275, 2011; TRPV1-expressing cells, Fluo-8 calcium influx, agonist mode; Transient receptor potential cation channel subfamily V member 1 (Homo sapiens), Q8NER1; activation, % at 8.33 µM; in the data active = activation above about 80%; inconclusive = between about 30% and that limit; also: 0% is about no effect
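Fluo-8 calcium influx in TRPV1-expressing cells, kinetic read (ex 480/em 520 nm). Compound added and read 3 min for agonist activity, followed by capsaicin at EC20 final and 2 min further read for enhancement.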
KCNH2 3.1 block: qHTS for Inhibitors of KCHN2 3.1: Mutant qHTS. Potassium voltage-gated channel subfamily H member 2, brain isoform KCNH2 3.1 (human). activity change, % (tested at about 1.8 µM). 340,000 tested, 0.95% active. U2OS KCNH2 3.1, thallium flux FluxOr; active compounds read low;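 active = maximum activity change below -70%; inconclusive = maximum activity change from -70% to -50%; inactive = maximum activity change above -50%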;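 also: thallium influx rate constant from kinetic fluorescence after stimulation buffer; % is scaled to controls: 0 for no effect and ±100 for the full control effect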
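Steps: virus added to U2OS suspension (4 h, RT, dark); medium with 10% FBS added, cells plated, 37 C overnight; FluxOr/Red40 loading buffer 45 min RT; stimulation buffer, 2 min kinetic read; rate constant normalized.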
MLL CXXC-DNA inh: qHTS Fluorescence Polarization Assay for Inhibitors of MLL CXXC domain - DNA interaction; Histone-lysine N-methyltransferase 2A (Homo sapiens), Q03164; MLL-CXXC / FITC-HOXA9 DNA fluorescence polarization; Potency, µM (top dose mostly 115 µM), for the others: at the highest dose activity change, negative = inhibition, actives largely listed as inhibitors; 290,000 tested, 0.037% active; AID 2662, 2010; active = well fitted inhibition curve with a large enough effect in the polarisation, with a control signal flat, not every such curve was filed as active; inconclusive = small, poorly fitted or top-dose-only effect, or effect the other way, or a change in a side signal; inactive = no such curve, though single readings can be large or run the other way; the % refers to the polarisation; also: potency is read from the fitted curve at half-maximal effect
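Steps: dispense CXXC domain solution (7 uM) → pin compounds or unlabeled HOX-A9 DNA control → 5 min ambient → add FLSN-HOX-A9 solution (50 nM) → spin → 30 min ambient → fluorescence polarization. Tris pH 7.5/NaCl/DTT/BSA buffer.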
MBNL1 CUG block: qHTS Assay for Inhibitors of MBNL1-poly(CUG) RNA binding; Muscleblind-like protein 1 (Homo sapiens), Q9NR56; TR-FRET MBNL1-His/biotin-(CUG)12 binding, 665/545 ratio; Potency, µM (titrated, usually from 57.5 µM), without a hit: top-dose activity change, negative = inhibition, hits mostly inhibitors; 280,000 tested, 0.036% active; AID 2675, 2010; active = well fitted inhibition curve with a large enough effect in the signal ratio, with a control signal flat, not every such curve was filed as active; inconclusive = small, poorly fitted or top-dose-only effect, or effect the other way, or a change in a side signal; inactive = no such curve, though single readings can be large or run the other way; the % refers to the signal ratio; also: potency is read from the fitted curve at half-maximal effect; % is scaled to controls: 0 for no effect and ±100 for the full control effect
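TR-FRET readout: Ex 340 nm, 665/545 nm emission ratio, normalized to buffer-only (basal) and MBNL1-(CUG)12 controls. Complex of MBNL1-His with Biotin-(CUG)12, compounds 92 nM–58 uM, incubated 60 min at room temperature.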
Integrin act MD: qHTS for Activators of Integrin-Mediated Alleviation for Muscular Dystrophy; Potency, µM (series often up to 38.3 µM), inactives show top-dose activation, hits mostly activators; alpha7betagal myoblasts, beta-gal FDG fluorescence, 48 h; 350,000 tested, 0.064% active;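 also: potency is read from the fitted curve at half-maximal effect; 100% = response of the positive control SU9516; nearly all actives have a fitted effect of over 60% in size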
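Alpha7betagal+/- myoblasts (passage 13) were plated 16-24 hr, then exposed to compounds (1:260 dilution of DMSO stock) for 48 hours at 37C. After MPER lysis, β-galactosidase reporter activity was read as FDG fluorescence (ex 480/em 540) after 30 minutes.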
A-T KAP1 phos: qHTS Assay for Identifying a Potential Treatment of Ataxia-Telangiectasia; AID 485349, 2010; 320,000 tested, 0.19% active; […] A-T fibroblasts, KAP-1 phosphorylation AlphaLISA; neocarzinostatin DNA damage 30 min before lysis; Potency, µM (titrated, usually from 57.5 µM), inactives show at the highest dose activation, most hits filed as activators; also: potency is read from the fitted curve at half-maximal effect; % of control where 0% means no effect; nearly all actives have a fitted effect of over 45% in size
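hTERT-immortalized A-T patient fibroblasts ([…]), 500 cells/well in OPTI-MEM, 1% FBS, got compounds for 60 min, then NCS for 30 min at 37C. Lysates were then assayed for phospho-KAP-1 by AlphaLISA (anti-pKAP1 donor, anti-KAP1 acceptor beads), 6 hr at 25C.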
hERG WT inh: qHTS for Inhibitors of KCHN2 3.1: Wildtype qHTS. U2OS, BacMam KCNH2, thallium flux FluxOr; active compounds read low. 340,000 tested, 0.37% active. AID 720551, 2013. activity change, % at 1.84 µM;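 active = maximum activity change below -70%; inconclusive = maximum activity change between -70% and -50%; inactive = maximum activity change above -50%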; also: % is scaled to controls: 0 for no effect and ±100 for the full control effect
Target sequence (Q12809 whole entry, looked up): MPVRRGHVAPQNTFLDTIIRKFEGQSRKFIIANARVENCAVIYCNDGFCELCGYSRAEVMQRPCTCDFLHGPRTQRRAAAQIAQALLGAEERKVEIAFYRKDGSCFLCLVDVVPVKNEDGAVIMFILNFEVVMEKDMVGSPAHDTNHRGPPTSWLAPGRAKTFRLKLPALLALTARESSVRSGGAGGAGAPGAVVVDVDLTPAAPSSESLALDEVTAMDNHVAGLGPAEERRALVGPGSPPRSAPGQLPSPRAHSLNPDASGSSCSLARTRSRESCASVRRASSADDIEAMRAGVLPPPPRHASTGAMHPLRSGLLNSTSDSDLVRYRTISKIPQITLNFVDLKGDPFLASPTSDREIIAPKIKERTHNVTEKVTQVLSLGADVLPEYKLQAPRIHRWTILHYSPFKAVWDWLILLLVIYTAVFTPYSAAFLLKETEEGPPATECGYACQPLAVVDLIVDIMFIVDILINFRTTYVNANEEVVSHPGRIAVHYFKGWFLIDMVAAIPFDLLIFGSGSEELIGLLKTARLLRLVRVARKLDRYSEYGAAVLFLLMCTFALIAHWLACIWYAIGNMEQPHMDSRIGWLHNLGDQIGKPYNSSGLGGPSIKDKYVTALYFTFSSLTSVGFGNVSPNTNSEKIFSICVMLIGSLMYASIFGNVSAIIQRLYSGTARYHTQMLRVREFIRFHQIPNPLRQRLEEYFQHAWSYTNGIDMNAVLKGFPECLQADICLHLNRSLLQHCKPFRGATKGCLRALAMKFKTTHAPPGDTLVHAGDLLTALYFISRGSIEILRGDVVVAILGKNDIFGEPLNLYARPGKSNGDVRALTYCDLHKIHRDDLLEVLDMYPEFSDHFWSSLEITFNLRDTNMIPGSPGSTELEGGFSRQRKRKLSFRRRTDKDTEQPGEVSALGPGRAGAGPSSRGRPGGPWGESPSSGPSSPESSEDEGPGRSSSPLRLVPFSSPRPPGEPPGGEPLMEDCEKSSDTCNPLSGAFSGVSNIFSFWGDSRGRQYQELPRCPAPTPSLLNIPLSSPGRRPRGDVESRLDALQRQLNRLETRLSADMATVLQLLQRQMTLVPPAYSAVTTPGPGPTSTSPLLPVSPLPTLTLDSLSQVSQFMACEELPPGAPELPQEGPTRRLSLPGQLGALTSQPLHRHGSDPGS
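U2OS cells were transduced with wild-type KCNH2 virus (2.03 x 10^8 / mL) for 4 h at room temperature, then cultured overnight at 37 C. Thallium flux was read with FluxOr dye. Rate constants were normalized to DMSO controls.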
Coupling enz: qHTS Assay for Inhibitors of Fructose-1,6-bisphosphate Aldolase from Giardia Lamblia: Coupling assay counterscreen. 290,000 tested, 0.67% active. coupling enzyme system counterscreen, AmpLite Red fluorescence. activity change, negative = inhibition, % at 58.2 µM, hits read low; in the data active = activity change below about -30%; also: % is scaled to controls: 0 for no effect and ±100 for the full control effect
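First, compound is pin-transferred into glyceraldehyde-3-phosphate coupling-enzyme reagent at 57.5 uM final and held 10 min at RT. Next, substrate, coupling system and AmpLite Red are added. After 20 min RT, fluorescence (525/598 nm) is read.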
GALK inhibitor: qHTS Assay for Inhibitors of Human Galactokinase (GALK). P51570. Purified GALK, Kinase-Glo residual ATP luminescence. Potency, µM (top dose mostly 57.5 µM), for the others: at the top dose activity change, negative = inhibition, hits mostly inhibitors. 270,000 tested, 0.007% active. AID 1868, 2009; also: potency is read from the fitted curve at half-maximal effect; % is scaled to controls: 0 for no effect and ±100 for the full control effect
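Compounds were pin-transferred into ATP buffer (35 uM final), then GALK plus galactose (5 nM, 100 uM final) was added. After 1 h at room temperature, Kinase-Glo Plus was added and luminescence read after 10 min.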
S-ASM inh: Inhibitors of Secretory Acid Sphingomyelinase (S-ASM): qHTS | Sphingomyelin phosphodiesterase (Homo sapiens), P17405 | placental ASM, HMU-PC fluorogenic substrate, 60 min | Potency, µM (doses to about 57.5 µM), for the others: top-dose activity change, negative = inhibition, usual class: inhibitors | 340,000 tested, 0.006% active | AID 504937, 2011; also: potency is read from the fitted curve at half-maximal effect
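Steps: dispense placental human ASM, pin compound, wait 10 min at room temperature, add HMU-PC0 substrate at 9 uM final, incubate 60 min at 37 °C, add stop solution raising pH to 10, read fluorescence.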
Active calls of the source: *; ? = inconclusive; / = no result given; [ ] = dose if it differs, or a comment. Unless noted, calls follow the shape of the dose curve; as a rule, active = well fitted curve in the direction sought with a large enough effect; inconclusive = small, poorly fitted or top-dose-only effect, or another doubt; inactive = no such curve, though single readings can be large; an effect the other way counts as inactive or inconclusive.

SMILES	TRPV1 agonist	KCNH2 3.1 block	MLL CXXC-DNA inh	MBNL1 CUG block	Integrin act MD	A-T KAP1 phos	hERG WT inh	Coupling enz	GALK inhibitor	S-ASM inh
CC1CN(C(=O)c2ccccc2)OC(c2ccc3c(c2)OCO3)O1 (configuration not stated)	/	2	-3%	?	-8%	6%	-18	0	-4%	2%
O=C(NC(=S)Nc1ccccc1N1CCCC1)c1ccccc1Br	7	/	3%	-9%	/	2%	/	/	-2%	/
NNC(=O)c1nc(-c2ccccc2)n2c1CCCCC2	-1	-12	-2%	9%	16%	/	2	5	2%	-2%
CC1CCc2c(sc3nc(CSc4ncn[nH]4)[nH]c(=O)c23)C1 (configuration not stated)	28	-14	13%	0%	-11%	0%	-3	10	1%	-1%
O=c1[nH]n2c(=O)c3c([nH]c2c1N=Nc1cccc(Cl)c1)CCC3	-5	-13	-21%	?	?	/	-12	1	2%	5%
COc1ccc(O)c(-c2cc(-c3cccc(Br)c3)n[nH]2)c1	4	-12	-8%	8%	-56%[inhibitor]	5%	-23	0	2%	-8%
Cc1nc(C2CCCCC2)c(-c2ccccc2)c(N2CCOC2=O)c1C	/	4	/	/	5%	/	-9	/	/	1%
CN1CCN(/C=N/c2c(C#N)cnn2Cc2ccccc2)CC1	0	12	7%	-23%	19%	3%	20	1	3%	4%
CN1CCN(C(=O)c2cc3nc(-c4ccc(Cl)cc4)cc(C(F)(F)F)n3n2)CC1	-3	0	19%	?	-8%	-1%	-4	5	5%	24%
COc1ccc(C2(O)CCN(C(=O)c3c(F)cccc3F)CC2)cc1	-1	2	-11%	1%	0%	9%	-7	0	3%	5%
Cc1ccc(CN=C(Nc2ccccc2)NC2CCCCC2)cc1	2	-17	0%	-5%	-58%[inhibitor]	5%	4	0	-1%	-1%
Cc1cccc(/C=N/NC(=O)c2cc(-c3cccnc3)nc3ccccc23)c1	-3	-1	0%	-3%	17%	3%	5	2	1%	-8%
CCOC(=O)c1c(NC(=O)COC(=O)CCOc2ccc(C)cc2)sc(C(=O)N(C)C)c1C	16	-21	/	/	-2%	-1%	7	/	/	?
O=C(NCC12CC3CC(CC(C3)C1)C2)c1cc2n(n1)C(C(F)(F)F)CC(c1ccco1)N2 (configuration not stated)	/	-2	0%	-14%	-1%	24%	9	2	5%	3%
CCOC(=O)C1CCCN(c2nnnn2-c2ccccc2)C1 (configuration not stated)	2	-17	6%	-4%	-38%	-7%	-9	-4	2%	0%
O=C(CN1CCN(c2ccccn2)CC1)Nc1ccccc1	2	3	19%	-16%	6%	5%	-2	2	0%	4%
CC(C)S(=O)(=O)N1CCCC(C(=O)c2cccc(Cl)c2)C1 (configuration not stated)	8	-12	13%	-11%	0%	3%	-10	1	-1%	4%
CN(C)CCCO/N=C(\c1ccccc1)c1ccncc1	3	-31	15%	?	-1%	0%	5	-3	0%	-5%
O=[N+]([O-])c1cccc(S(=O)(=O)NCC2CCCO2)c1 (configuration not stated)	-1	3	0%	?	31%	0%	2	2	1%	2%
CCN(CCn1cccn1)Cc1nc(-c2ccccc2)no1	20	-7	2%	7%	29%	10%	-2	0	1%	0%
COc1cccc(N2CCN(CC(=O)C34CC5CC(CC(C5)C3)C4)CC2)c1	7	-5	-1%	-15%	9%	/	1	-4	-2%	1%
C=CCC1c2cccc(C(=O)O)c2C(=O)N1c1cccc(C)c1 (configuration not stated)	-1	5	12%	9%	-10%	-2%	-6	20	4%	3%
COc1ccc(CNC[C@H]2O[C@@H](n3cnc4c(N)ncnc43)[C@H](O)[C@@H]2O)cc1OC	/	1	/	/	17%	9%	1	/	/	6%
CC[C@@]1(C(=O)OC)N[C@H](CN(C)S(=O)(=O)c2ccccc2)[C@@H]2C(=O)N(Cc3ccccc3)C(=O)[C@@H]21	/	-4	/	/	28%	-6%	3	/	/	-10%
CCCNC(=O)CCn1nc(-c2ccc(Cl)cc2)c2ccccc2c1=O	5	0	0%	-1%	-14%	14%	0	3	0%	-3%
CCN(CC)CC#CCC(O)(c1ccccc1)c1ccccc1	-1	20	6%	8%	-18%	6%	13	2	5%	6%
CCOC(=O)CNC(=O)C1(NC(=O)CNC(=O)OCc2ccccc2)CCCC1	/	-2	/	/	9%	/	5	/	/	1%
CCOC(=O)C(=O)Nc1nnc(COc2ccccc2)s1	1	-29	-5%	6%	10%	3%	0	8	-2%	3%
COC(=O)c1cc(NC(=O)C2COc3ccccc3O2)ccc1Cl (configuration not stated)	?	/	-4%	-3%	15%[7.66 µM]	9%	6	1	3%	-2%
O=C(NCc1cccnc1)C(=O)Nc1nc(C23CC4CC(CC(C4)C2)C3)cs1	?	11	0%	3%	-44%	-7%	5	3	2%	-3%
Cc1cc(C(=O)N2CCOCC2)ccc1[N+](=O)[O-]	0	6	1%	1%	25%	2%	-5	0	2%	-2%
COc1ccc(OC)c(N=c2oc3c(OC)cccc3cc2C(=O)NCc2ccco2)c1	-2	-11	21%	4%	-2%	-5%	-2	0	4%	-1%
O=S(=O)(Cc1ccc(Cl)cc1)c1ccccc1-c1nnc(-c2ccccc2)o1	21	-32	2%	1%	3%	2%	-6	1	-2%	2%
Cc1ccc(C)c(S(=O)(=O)N2CCCC2CNC(=O)C(=O)NCC2CCCO2)c1 (configuration not stated)	1	21	/	/	18%	3%	-2	/	/	3%
COc1ccc(OC(C)C(=O)N(C)Cc2nc(-c3ccc(OC)cc3)no2)cc1 (configuration not stated)	-1	2	-6%	2%	-3%	4%	-7	-1	9%	-1%
CC(=O)Nc1ccc(C(=O)OCc2ccc(Br)cc2)cc1	15	-1	5%	-8%	7%	5%	-7	1	1%	-13%
CCOC(=O)C1CCN(c2cc(C)nc3ccc(OC)cc23)CC1	?	-17	-2%	?	10%	-3%	-7	0	0%	4%
COc1ccc(NC(=O)CN(C)C(=O)Cn2c(=O)oc3ccccc32)cc1	-1	-1	/	/	6%	-9%	-6	/	/	-2%
Cc1cccc(OCCNC(=O)c2ccc(Oc3ccc(C(F)(F)F)cc3[N+](=O)[O-])cc2)c1	2	-7	-1%	8%	27%	0%	-4	3	2%	-1%
Cc1ccc(C2=NNC(=Nc3ccc(F)cc3)SC2)cc1	1	1	8%	11%	-68%[inhibitor]	-15%	-2	-1	-3%	-4%
Cc1c(NC(=O)C(C)OC(=O)c2ccc([N+](=O)[O-])s2)c(=O)n(-c2ccccc2)n1C (configuration not stated)	-3	3	-20%	?	4%	-2%	1	-3	-24%	2%
N#CC1(NC(=O)COC(=O)C2CCN(S(=O)(=O)c3ccc4c(c3)OCCO4)CC2)CCCCC1	/	-4	/	/	6%	/	12	/	/	-7%
O=C(Nc1ccc2oc(-c3ccncc3)nc2c1)c1ccc2c(c1)OCO2	4	-3	24%	7%	3%	-4%	-5	0	-1%	17%
CSc1cccc(NC(=O)CCNC(=O)c2ccco2)c1	2	1	10%	1%	-213%[inhibitor]	3%	-2	2	-4%	10%
COc1ccc(CNC(=O)COC(=O)[C@H](Cc2ccccc2)NC(=O)c2cccs2)cc1	/	-5	/	/	2%	-8%	-4	/	/	-5%
CCn1c2ccccc2c2nn(C)c(=N)nc21	2	-3	3%	?	-44%	6%	3	3	1%	?
COc1ccccc1NC(=O)/C=C\c1ccco1	18	2	?	4%	0%	4%	4	-1	4%	1%
CN1CCN(c2ccccc2NC(=S)NC(=O)c2cc3ccccc3o2)CC1	13	-14	-2%	8%	-44%	2%	38	0	3%	-3%
Cc1ccc(/C=C(\C#N)c2nc3ccccc3[nH]2)s1	?	-4	0%	5%	?	1%	3	-4	-2%	-8%
CC(=O)Nc1ccc(N/C(N)=N/c2nc(C)cc(C)n2)cc1	3	1	-4%	-4%	-10%	0%	-2	0	-7%	-3%
